High-throughput results as filed in PubChem.
mcGAS MS inh – inhibitors of mouse cGAS; 130,000 tested, 0.18% active; inhibition, % at 12.5 µM; recombinant mouse cGAS, cGAMP by RapidFire MS;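 active = inhibition of cGAS enzyme activity at or above 60%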;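 also: enzyme stimulated by 45 bp dsDNA with ATP and GTP substrates; cGAMP share of summed cGAMP plus half ATP and half GTP signals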
Target sequence (Q8C6L5 whole entry, looked up): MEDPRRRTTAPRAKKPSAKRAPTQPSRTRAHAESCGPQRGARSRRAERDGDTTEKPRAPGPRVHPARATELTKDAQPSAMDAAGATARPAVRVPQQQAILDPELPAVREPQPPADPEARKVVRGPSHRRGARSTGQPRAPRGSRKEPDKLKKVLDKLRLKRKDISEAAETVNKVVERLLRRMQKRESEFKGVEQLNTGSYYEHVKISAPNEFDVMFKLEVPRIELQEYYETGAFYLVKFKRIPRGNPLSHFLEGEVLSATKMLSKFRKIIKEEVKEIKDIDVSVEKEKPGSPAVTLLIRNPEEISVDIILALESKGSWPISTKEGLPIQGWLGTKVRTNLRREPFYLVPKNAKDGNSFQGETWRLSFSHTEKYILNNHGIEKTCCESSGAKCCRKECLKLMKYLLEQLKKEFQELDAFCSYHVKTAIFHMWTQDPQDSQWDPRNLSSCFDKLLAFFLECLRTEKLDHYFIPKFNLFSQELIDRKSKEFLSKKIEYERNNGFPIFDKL
Numbers without * were called inactive; & = joins results of further samples. A portion of the library (hit frequency here may not be typical).

SMILES	mcGAS MS inh
CN(Cc1ccccc1Cl)C(=O)Nn1cnc2ccccc21	-8
COc1ccc2oc(CNC(=O)C3CC(=O)N(CC(C)C)C3)nc2c1 (stereo unspecified)	-12
CCOCCn1c(CN2CCOCC2)nc2c1c(=O)n(C)c(=O)n2C	-11
CCN(Cc1cccc(F)c1)Cn1nc2n(C)c(=O)c3ccccc3n2c1=S	2
Cc1ccc(OCCN(C)C(=O)Nc2ccn(CCC(N)=O)n2)cc1	-13
CCCCN(C(=O)c1cnccn1)c1c(N)n(CCC)c(=O)[nH]c1=O	1
Cc1cc(N2CCN(CC(=O)NC(C)(C)C)CC2)n2c(nc3ccccc32)c1C#N	4
CCOCCN1CCN(CC(=O)N2CCc3ccccc32)CC1CC (stereo unspecified)	-14
CCCc1cc(CN(C)C(=O)c2cc3ccccc3n2C)[nH]n1	-5
CCCC1=NN2CCS(=O)(=O)N=C2S1	-12
O=C(c1ccccc1-c1ccc(C(F)(F)F)cc1)N1CCCC1c1nnc2c(C(F)(F)F)cccn12 (stereo unspecified)	-5
Cc1cccc(CN2CCN(Cc3cnc(-c4ccccn4)nc3)CC2)c1	-31
Cc1nc(NCc2ccc(Cl)cc2Cl)n[nH]1	-4
COC(=O)[C@@H]1C[C@@H](O)CN1Cc1cnc(-c2ccccc2C)s1	-14
Cc1noc(C)c1CNC(=O)C1CC(c2ccccc2)C1 (stereo unspecified)	4
CCCCSC1=C(C#N)C(=O)NC(C)(C)S1	2
C#CCN(C1CCc2ccccc21)S(=O)(=O)c1cc(C(N)=O)n(C)c1 (stereo unspecified)	10
CCCN(CC#Cc1ccccc1)C(=O)c1ccc2nccn2c1	-13
CCN(CC)CC1CN(Cc2ccc(OC)cc2)CCO1 (stereo unspecified)	-11
FC(F)(F)c1ccc(C2CCCCC2Nc2ccc3nnnn3n2)cc1 (stereo unspecified)	-4
COC(=O)c1ccc(NC(=O)CCc2ccc(F)c(F)c2)s1	-4
CCN(CC)C(=O)CSc1nc(-c2ccco2)nc2ccccc12	-4
COC(=O)COc1cc2oc(=O)c3c(c2cc1Cl)CCC3	-9
CNC(=O)CC1CCN(Cc2cc(C(C)(C)C)ccc2O)CC1	-9
Cc1ccc(-n2cnnn2)cc1NC(=O)NC1CCN(C)C(C)C1 (stereo unspecified)	9

6 compounds drawn at random from those above:
SMILES	mcGAS MS inh
CCN(Cc1cccc(F)c1)Cn1nc2n(C)c(=O)c3ccccc3n2c1=S	2
CCOCCN1CCN(CC(=O)N2CCc3ccccc32)CC1CC (stereo unspecified)	-14
COC(=O)COc1cc2oc(=O)c3c(c2cc1Cl)CCC3	-9
Cc1ccc(-n2cnnn2)cc1NC(=O)NC1CCN(C)C(C)C1 (stereo unspecified)	9
COC(=O)c1ccc(NC(=O)CCc2ccc(F)c(F)c2)s1	-4
CCCC1=NN2CCS(=O)(=O)N=C2S1	-12

Returning to the listing, starting four compounds before the break.
SMILES	mcGAS MS inh
CCN(CC)C(=O)CSc1nc(-c2ccco2)nc2ccccc12	-4
COC(=O)COc1cc2oc(=O)c3c(c2cc1Cl)CCC3	-9
CNC(=O)CC1CCN(Cc2cc(C(C)(C)C)ccc2O)CC1	-9
Cc1ccc(-n2cnnn2)cc1NC(=O)NC1CCN(C)C(C)C1 (stereo unspecified)	9
COc1ccc(Nc2nc(N(C)C)nc(N)c2[N+](=O)[O-])cc1	-13
COc1ccc(CN(C2CC2)S(=O)(=O)c2ccc(Br)cc2)cc1	-8
O=C(NC1CC1)c1sc2cc(F)ccc2c1Cl	-3
CN(C(=O)Cn1cc(C(F)(F)F)cc(Cl)c1=O)C1CCCc2ccccc21 (stereo unspecified)	-6
CCc1noc(C)c1C(=O)Nc1ncc(Cc2ccccc2)s1	-10
CC(=O)C1=C(c2ccc(C3CCCCC3)cc2)N(C(C)=O)n2c(C)nnc2S1	0
COCc1cc(CN(C)c2ncnc3[nH]ccc23)[nH]n1	-21
CCC(=O)N1CCCCC1C(=O)Nc1cc(C2CCCC2)[nH]n1 (stereo unspecified)	-1
Cc1nccn1-c1ccc(CNC(=O)c2cn(-c3ccccc3)nn2)cc1	-9
Cc1cc(C=C2Sc3ccccc3N2C)cc(C)[n+]1N1CCN(C)CC1	1&10
CCc1ccc2c(c1)SC1=NS(=O)(=O)CCN12	13
O=C(CSc1nc2[nH]ncc2c(=O)[nH]1)Nc1ccc(F)cc1F	-1
CN(Cc1ccc2[nH]ccc2c1)Cc1cnn(-c2ccccc2)c1	-25
Cc1nc(-c2ccc(CCNC(=O)C3CCCO3)s2)cs1 (stereo unspecified)	-5
O=C(N=Nc1c(O)[nH]c2ccc(Br)cc12)c1ccc([N+](=O)[O-])cc1	-6
NC12CCc3c(no[n+]3[O-])C1(O)CC(c1ccccc1)=[N+]2[O-] (stereo unspecified)	-50
O=C(COC(=O)c1cccs1)c1ccc(Cl)c(Cl)c1	7
CCCn1nc2c(c1C)C(CCSC)CC(=O)N2 (stereo unspecified)	-21
c1ccc(Cn2cc(CN3CCN(CC4CC4)CC3)c(-c3ccc4c(c3)OCO4)n2)cc1	-4
Cn1c(=O)c2cn(-c3ccc(Br)cc3)cc2n(C)c1=O	-10
Cc1ccccc1CN1CCN(C(C)C(=O)NNC(=O)c2ccc(F)cc2)CC1 (stereo unspecified)	-4
CN(Cc1ccco1)C(=O)c1cc2ccccc2cc1O	-17
OC/C=C/c1ccc(O)c(O)c1	-7
CN(C)N1C(=O)CC(NNc2ccccc2)C1=O (stereo unspecified)	-3
C=CC[C@@H]1CC=C[C@@H](C)N1Cc1c(CO)cnc(C)c1O	-4
SMILES	mcGAS MS inh
CCc1cc2c(=O)n(CC)c(SCc3cc(=O)n4cc(C)ccc4n3)nc2s1	-14
Cc1cccc(NC(=O)CSc2nc3c(c(=O)n2Cc2ccccc2)SC(C)C3)c1C (stereo unspecified)	-2
COCCc1ccc(OS(=O)(=O)c2ccc(C)cc2C)cc1	-3
CCCCn1c(N2CCN(Cc3c(Cl)cccc3Cl)CC2)nc2c1c(=O)[nH]c(=O)n2C	0
COc1cccc2c1NC(=O)CC2C(=O)NCC(=O)NC(C)C (stereo unspecified)	-11
COc1ccccc1CNc1nc2cc(-c3sccc3C)sc2c(=O)n1C	6
COCC(=O)N(C)Cc1cccc(OC(F)(F)F)c1	3
CC12CCC(C(=O)N(CC(O)CN3CCCCC3)C1=O)C2(C)C (stereo unspecified)	-23
O=c1[nH]c(CSc2nnnn2C2CC2)nc2cc(Cl)ccc12	-8
COC(=O)[C@@H]1C[C@H](NS(=O)(=O)c2ccc(Cl)cc2)CN1C	-3
C=C(C)CN(C)C(=O)c1ccc2nc(C)c(C)nc2c1	-6
CC(C)C(=O)Nc1cccc(CNC(=O)N2Cc3ccccc3C2)c1	-4
CN(C)c1ncccc1CNc1ccc2cc(Cl)ccc2n1	-10
COc1cc(CCC(=O)N(C)Cc2ccc(C)o2)cc(OC)c1OC	-12
c1nc(N2CCCCC2)c2c3c(sc2n1)CCC3	2
OCCNc1ccc(-c2cc3ccccc3o2)nn1	-15
CSc1ccc(CN2CCC2(C)C(=O)NCCC(C)C)cc1 (stereo unspecified)	-4
O=C(c1ccco1)N1CCN(c2ccc([N+](=O)[O-])c3nonc23)CC1	1
CC1CCCN(C(=O)COCC2CCCO2)C1CNC(=O)OC(C)(C)C (stereo unspecified)	6
COc1ccc(CN(CC(C)C)C(=O)Cn2[nH]c(=O)ccc2=O)cc1	-14
CN(C)c1ccc(NC(=O)Cc2ccc(N3CCCC3=O)cc2)cn1	-4
CN1CCCCC1CN1CCN(C(=O)Nc2ccc(C#N)cc2)CC1 (stereo unspecified)	-7
C[C@]12CCC(=O)C=C1CC[C@@H]1[C@@H]2[C@@H](O)C[C@@]2(C)[C@H]1CC[C@]2(O)C(=O)CO	-18&8
NC(=O)c1ccccc1NC(=S)NC(=O)c1ccco1	-1
Cc1ccc(Cl)cc1Nc1ncccc1C(=O)Nc1ccc(Cl)cc1	1

Next section; the last two above are carried over.
SMILES	mcGAS MS inh
NC(=O)c1ccccc1NC(=S)NC(=O)c1ccco1	-1
Cc1ccc(Cl)cc1Nc1ncccc1C(=O)Nc1ccc(Cl)cc1	1
O=C(Nc1ccc(Cl)cc1)C1CCCN1c1ncnc2ccccc12 (stereo unspecified)	5
N#Cc1ccc(CN(CCN2CCOCC2)S(=O)(=O)c2ccc(Cl)c([N+](=O)[O-])c2)cc1	-3
CCn1ccnc1CN1CCCC(CNC(=O)c2ccc(-c3ccccc3)cc2)C1 (stereo unspecified)	-4
Nc1ccc(C(=O)O)c(O)c1	-3&2
CC1(C)CC(=O)C2C(=Nc3nc(N)[nH]c(=O)c3C2c2ccc(F)cc2)C1 (stereo unspecified)	3
O=C1C=C(Nc2ccc3ccccc3c2)CCC1	-5
COc1ccc2cc(CNC(=O)CN3CCCCCC3=O)ccc2c1	-12
O=C1CN(CCCc2ccccc2)C2CS(=O)(=O)CC2N1c1ccccc1 (stereo unspecified)	-7
CC1(C(=O)NS(=O)(=O)c2ccc(Cl)cc2)CCN1C(=O)Cc1ccsc1 (stereo unspecified)	-7
CC(C)n1cc(C#N)c(NC(=O)C2CC23CCc2ccccc23)n1 (stereo unspecified)	-5
O=C(Nc1ccc(-c2noc(-c3ccc(Br)o3)n2)cc1)c1ccco1	-4
CC(C)=NNc1nc(Cl)c(C#N)c(Cl)c1Cl	75*
FC(F)(F)c1nc2ccccc2[nH]1	-20
COc1ccc(CC(=O)NCC2CCCN(C(=O)CSc3ccccn3)C2)cc1 (stereo unspecified)	-1
CC1CC(C)CN(C(=O)C(C)S(=O)(=O)Cc2ccc(C(C)(C)C)cc2)C1 (stereo unspecified)	-10
O=c1cc(CCn2cnc(-c3ccccc3)c2-c2cccc3cccnc23)nc[nH]1	-7
CNc1nnc(SC(C)C(=O)N2c3ccccc3CC2C)s1 (stereo unspecified)	-9
CC(C)c1cc(C2CCN(C(=O)c3ccc4c(c3)CCO4)CC2)[nH]n1	-22
Cc1ccccc1C1=NC(C)(CC(=O)N(C)Cc2ccccc2)ON1C (stereo unspecified)	-16
CC(Cn1cncn1)Nc1ccc(-c2nc(Cc3ccccc3)no2)cn1 (stereo unspecified)	5
CC(=O)O[C@@H](C)C(=O)N1CCc2c([nH]c3ccccc23)C1c1ccc([N+](=O)[O-])c(Cl)c1 (stereo partly specified)	3
Cc1cc(NCCN2CCNC2=O)nc(-c2ccccc2)n1	-31
Cc1cc(N2CCOCC2)nc(Nc2ccc(NS(=O)(=O)c3ccc4nc(C)sc4c3)cc2)n1	-8
CC(C)(C)c1ccc(C(=O)N2CCC2(C)C(=O)NS(=O)(=O)c2cccc(F)c2)cc1 (stereo unspecified)	-17
CC1=C(C(=O)N2CCC3(CCCN(CC4CCC4)C3=O)C2)OCCO1 (stereo unspecified)	-7
SMILES	mcGAS MS inh
Fc1ccccc1N1CCN(C2CCCN(C3C4CC5CC(C4)CC3C5)C2)CC1 (stereo unspecified)	0
Cc1cc(C(=O)N2CCCCC2c2ncc[nH]2)c(C)n1Cc1ccccc1 (stereo unspecified)	-1
CCC(C)NC(=O)C(=O)N1CCC(N2CCC(C(=O)NC(C)C)CC2)CC1 (stereo unspecified)	-12
CC(C)c1nc(CCNC(=O)c2cn(-c3ccccc3)nn2)cs1	-35
FC(F)(F)COc1cccc(CN2CCN(CC3CCOC3)CC2)c1 (stereo unspecified)	-12
O=C(Nc1ccc(Oc2ccccc2F)cc1)C1CCN(Cc2cccc3c2OCO3)CC1	-1
CC(CNS(C)(=O)=O)OC12CC3CC(CC(C3)C1)C2 (stereo unspecified)	-7
CN(Cc1noc(-c2ccccc2)n1)C(=O)c1cn(Cc2ccc(F)cc2)nn1	0
O=C1C[C@H]2CC[C@@H](CN1)N2C(=O)Cn1nnc(-c2ccc(F)cc2)n1	-4
CC1(C)CN(C(=O)Cn2cnc3ccc(F)cc3c2=O)CC1c1ccccc1 (stereo unspecified)	-4
O=C(O)c1cc(N2CCNCC2)ccc1[N+](=O)[O-]	-7
N#CC1COCCN1C(=O)C1CC1c1ccco1 (stereo unspecified)	-3
COc1cccc(-c2nc(C=Nc3ccc(F)c(Cl)c3)c(O)o2)c1	-11
CNC(=S)NN=Cc1ccc2c(c1)OCCO2	-9
CC(C)C(CNC(=O)c1cnn2cccnc12)N1CCc2ccccc2C1 (stereo unspecified)	-10
Cc1cccc(NC(=O)c2cc([N+](=O)[O-])ccc2Cl)n1	-23
COc1ccc(C2=NC(=Cc3ccc(F)c(F)c3)C(=O)O2)cc1OC	-3
Cc1nc(-c2ccc(-c3ccccc3)o2)n(CC(=O)N2CCN(C)CC2)c1C	-7
CC(C)C(NCc1nnnn1-c1ccccc1)c1cccs1 (stereo unspecified)	-19
Cc1ccc2nc(COC(=O)CCC(=O)c3cccs3)cc(=O)n2c1	-10
Oc1c(C(c2ccc(Cl)cc2)N2CCCC2)ccc2cccnc12 (stereo unspecified)	-1
O=[N+]([O-])c1c(Nc2ccccc2)[nH]c2ccccc12	13
CC(C)Cc1nc(-c2ccc(C#CC(C)(C)O)o2)n(-c2ccccn2)n1	-22
Cc1nnnn1CCCN1CCCC2(CC1)CN(C)C(=O)O2 (stereo unspecified)	-30
CCCCCCSc1nnc2[nH]c(=O)cc(N)n12	-31
CCOc1ccccc1CN1CCN(Cc2ccc3nsnc3c2)CC1CCO (stereo unspecified)	13
Brc1ccc2nc(-c3ccccn3)c(Nc3ccccc3)n2c1	7
Cc1nc(-n2nc(-c3cccs3)cc2NC(=O)C2CC(=O)N(c3ccc(F)cc3)C2)[nH]c(=O)c1C (stereo unspecified)	-3
Cc1n[nH]c(C)c1S(=O)(=O)N1CCN(C)CC1	-9
CCOC(=O)c1cc(CC)sc1NC(=O)CSc1ccc(S(=O)(=O)N2CCCC2)cn1	-3

Records listed so far that bear a hit mark in mcGAS MS inh.
SMILES	mcGAS MS inh
CC(C)=NNc1nc(Cl)c(C#N)c(Cl)c1Cl	75*
